WRN helicase inh: blocks human WRN helicase. Q14191. WRN helicase unwinding, fluorescent forked duplex, kinetic. Potency, µM (top dose mostly 114 µM), inactives show top-dose activity change, negative = inhibition, actives largely listed as inhibitors. 360,000 tested, 0.46% active; note: potency is the fitted concentration of half-maximal effect; % is set by controls: 0 for no effect and ±100 for the full control effect; nearly all actives have a fitted effect of over 55% in size
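Kinetic red-fluorescence monitoring (525/598 nm) tracks WRN helicase activity after 100 nM fluorophore-quencher forked duplex and 2 mM ATP are added to 20 nM enzyme pretreated 15 min at room temperature with compound.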
PLK1 PBD block: blocks phosphopeptide binding to human PLK1 polo-box domain. Potency, µM, for the others: max response, negative = inhibition, hits mostly inhibitors. P53350. AID 720504. Plk1 PBD binding of FITC phosphopeptide, fluorescence polarization. 360,000 tested, 2.8% active; note: potency is the fitted concentration of half-maximal effect; series mostly up to about 57 µM; % is set by controls: 0 for no effect and ±100 for the full control effect; nearly all actives have a fitted effect of over 65% in size
EPAC1 antagonist: blocks human EPAC1 exchange factor. 360,000 tested, 0.14% active. Potency, µM (titrated, usually from 115 µM), inactives show at the highest dose activity change, negative = inhibition, usual class: inhibitors. O95398. EPAC1 GEF assay, Rap1b-BODIPY-GDP exchange fluorescence. AID 720709;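 note: potency is the fitted concentration of half-maximal effect; plate controls were vehicle for no effect and positive control for full effect; nearly all actives have a fitted effect of over 50% in size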
Target sequence (O95398 whole entry, looked up): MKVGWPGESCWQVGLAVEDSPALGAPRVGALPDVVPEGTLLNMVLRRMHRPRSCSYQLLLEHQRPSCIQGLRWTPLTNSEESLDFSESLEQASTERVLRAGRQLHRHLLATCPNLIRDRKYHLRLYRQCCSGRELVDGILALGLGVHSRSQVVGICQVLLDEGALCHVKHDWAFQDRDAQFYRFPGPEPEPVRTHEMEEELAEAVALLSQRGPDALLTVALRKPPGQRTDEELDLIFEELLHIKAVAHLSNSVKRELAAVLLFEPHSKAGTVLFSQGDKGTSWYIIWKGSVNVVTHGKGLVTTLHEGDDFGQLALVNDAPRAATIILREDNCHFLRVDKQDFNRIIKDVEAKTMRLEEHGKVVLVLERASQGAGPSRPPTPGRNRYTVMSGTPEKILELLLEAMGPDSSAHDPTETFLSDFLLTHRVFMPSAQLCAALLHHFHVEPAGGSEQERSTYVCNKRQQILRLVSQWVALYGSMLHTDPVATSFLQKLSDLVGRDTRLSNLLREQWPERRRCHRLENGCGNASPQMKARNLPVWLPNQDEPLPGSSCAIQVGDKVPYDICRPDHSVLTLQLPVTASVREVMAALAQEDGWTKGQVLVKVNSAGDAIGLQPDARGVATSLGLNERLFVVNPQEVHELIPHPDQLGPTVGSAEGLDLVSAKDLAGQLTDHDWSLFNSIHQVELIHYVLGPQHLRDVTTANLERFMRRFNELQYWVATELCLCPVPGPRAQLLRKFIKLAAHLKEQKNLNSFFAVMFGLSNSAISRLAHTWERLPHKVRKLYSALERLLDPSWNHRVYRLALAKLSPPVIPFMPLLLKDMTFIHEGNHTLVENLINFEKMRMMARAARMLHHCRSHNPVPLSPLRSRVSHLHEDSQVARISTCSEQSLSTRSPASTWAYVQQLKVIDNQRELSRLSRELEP
EPAC2 antagonist: blocks human EPAC2 exchange factor | AID 720708 | EPAC2 GEF exchange of Rap1B-BODIPY-GDP, fluorescence | 360,000 tested, 0.18% active | Q8WZA2 | Potency, µM (top dose mostly 114 µM), without a hit: top-dose activity, negative = inhibition, usual class: inhibitors; note: potency is the fitted concentration of half-maximal effect; % is set by controls: 0 for no effect and ±100 for the full control effect; nearly all actives have a fitted effect of over 45% in size; many of its hits are not listed in these tables
CCT modulator: cytosolic chaperonin activity modulation; purified chaperonin ATPase assay, HTRF ADP detection, 30 min; activity change, % (concentration not given with the values), hits read low; 360,000 tested, 0.3% active; AID 651819; in the data active = activity change below about -30%; note: % is set by controls: 0 for no effect and ±100 for the full control effect
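Nucleotide hydrolysis assay: TRiC at 20–40 nM final (set by batch activity) with 10 uM ATP, 30 min at 37 °C, in presence of 76 uM compound. Detection by competitive ADP HTRF, 30 min ambient.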
MmCpn inh: inhibitors of Methanococcus maripaludis chaperonin (MmCpn); purified Mm-Cpn ATPase, ADP Transcreener TR-FRET; AID 504842; 330,000 tested, 0.031% active; Potency, µM (titrated, usually from 76.9 µM), without a hit: at the top dose activity, negative = inhibition, most hits filed as inhibitors; note: potency is the fitted concentration of half-maximal effect; % is set by controls: 0 for no effect and ±100 for the full control effect; nearly all actives have a fitted effect of over 80% in size
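Purified archaeal chaperonin (25 nM final) was preincubated with compound for 10 min at 37°C, then ATP (10 uM final) was added for 30 min at 37°C in Tris pH 7.4/KCl/MgCl2/DTT buffer. ADP was quantified by HTRF Transcreener TR-FRET.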
EPAC1 agonist: EPAC1 (human) agonism. O95398. 360,000 tested, 0.073% active. Potency, µM (top dose mostly 154 µM), without a hit: at the top dose activation, usual class: activators. EPAC1 agonist qHTS, biochemical assay; response scale: 100% = response to 6.5 mM cAMP; note: potency is the fitted concentration of half-maximal effect; nearly all actives have a fitted effect of over 60% in size
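Multi-concentration qHTS readout: loss of Rap1B-bound BODIPY-GDP fluorescence driven by 100 nM EPAC1 with excess GDP (50 uM), monitored kinetically at room temperature; agonist response expressed relative to 6.5 mM cAMP.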
PI5P4Ka inh: PI5P4K alpha (human) kinase inhibition. P48426. PI5P4Kalpha enzyme, ADP-Glo luminescence, 60 min; hits give low values. max response, %. 330,000 tested, 1.2% active. AID 652105; active = max response of -50% or lower; inconclusive = between -30% and -50%; inactive = -30% or higher; note: value at the top dose of about 77 µM; % is set by controls: 0 for no effect and ±100 for the full control effect
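Enzyme plus substrate dispensed, test compounds pinned in, then ATP (5 microM final) added. After 60 min at RT, ADP-Glo reagent 1 for 45 min and reagent 2 for 30 min preceded luminescence imaging.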
* = called active by the depositor; ? = inconclusive; . = not tested or not shown; & = joins results of further samples; [ ] = dose if it differs, or a comment. Unless noted, calls come from the whole dose curve; as a rule, active = well fitted curve in the direction sought with a large enough effect; inconclusive = small, poorly fitted or top-dose-only effect, or another doubt; inactive = no such curve, though single readings can be large; an effect the other way counts as inactive or inconclusive. Some of the compounds tested; count on the stated rates, not on these rows.

| WRN helicase inh | PLK1 PBD block | EPAC1 antagonist | EPAC2 antagonist | CCT modulator | MmCpn inh | EPAC1 agonist | PI5P4Ka inh | molecule |
| --- | --- | --- | --- | --- | --- | --- | --- | --- |
| 8% | -1% | 6% | 4% | 1.2 | 1% | -8% | -1 | CN(C)CCCOC(=O)c1ccc(Br)cc1 |
| -2% | 2% | -4% | 3% | -1.2 | 1% | -1% | 7 | CCOc1ccc(CCNC(=O)COC(=O)Cn2cnc3ccccc3c2=O)cc1OCC |
| 8% | -3% | 0% | 1% | 0.2 | -2% | -2% | -2 | CCN(CC)S(=O)(=O)c1ccc(N2CCOCC2)c(NC(=O)c2cc(=O)[nH]c3ccccc23)c1 |
| -2% | -21% | -12% | -1% | 0.2 | 0% | 5% | -5 | O=C1COc2ccc(C(=O)NC3CC3)cc2N1 |
| 3% | -2% | 1% | -8% | -3.2 | -2% | 6% | 5 | CCOC(=O)CCN1C(=O)c2ccccc2Sc2ncccc21 |
| -3% | -11% | -5% | -6% | 0.0 | 1% | 3% | . | COc1cccc(-n2cnc3cccc(N)c32)c1 |
| 3% | 1%&0% | 0%&0% | 3%&2% | -2.0&1.4 | -1% | -1%&1% | 0&8 | C(#Cc1ccccc1)CN1CCN(c2ccccn2)CC1 |
| -4% | -6% | 0% | -12% | 0.5 | 0% | -2% | 1 | O=C1c2ccccc2C(O)N1c1ccc(Cl)cc1 (configuration not stated) |
| -1% | -3% | -9% | -3% | 0.2 | 1% | 5% | . | O=C1CC(N(Cc2ccc3c(c2)OCO3)C(=O)Nc2ccc(F)cc2)C(=O)N1c1ccccc1 (configuration not stated) |
| -12% | -6% | -9% | -10% | -3.2 | 2% | 10% | 2 | CCN1C(=O)C(CC(=O)Nc2ccc(OC)cc2)N(Cc2ccc3c(c2)OCO3)C1=S (configuration not stated) |
| 1% | -13% | 3% | 8% | 0.7 | 1% | 1% | -3 | COc1ccc(C(=O)Nc2ccc(S(=O)(=O)N3CCOCC3)cc2)cc1[N+](=O)[O-] |
| -3% | -13% | 4% | ? | 1.3 | -1% | -10% | -3 | CCN(CC)CC#CCOC(c1ccccc1)c1ccccc1 |
| -2% | -7% | -27% | -4% | -1.3 | 1% | -1% | . | COc1ccc(OC)c(NC(=O)c2cnn(-c3ccccc3Cl)c2NC(=O)c2ccco2)c1 |
| -4% | -17% | -6% | -14% | 0.1 | 0% | -3% | -51* | CCOc1ccc(NC(=O)N2CCC(n3nnc4ccccc43)CC2)cc1 |
| 5% | -1% | 2% | 5% | 1.0 | -2% | 0% | 2 | Cc1cc(=O)nc2c3ccccc3n(CC(=O)NCCC3=CCCCC3)n12 |
| -9% | 0% | -13% | -2% | 1.1 | 0% | 12% | 3 | NS(=O)(=O)c1ccccc1NC(=O)c1c(O)c2ccccc2[nH]c1=O |
| -14% | -3% | 1% | 3% | -1.5 | -1% | 0% | -2 | O=C(O)CC(Cc1ccc(Cl)cc1)C(=O)NCc1ccccc1 (configuration not stated) |
| 2% | -14% | -32% | -7% | -0.9 | 0% | 0% | -8 | CC1(C)CC2(CC(c3ccc(F)cc3)c3ccc(O)cc3O2)NC(=S)N1 (configuration not stated) |
| 3% | -14% | ? | -8% | -0.8 | . | 3% | -14 | O=C(NCc1nc2ccccc2[nH]1)C1=C[C@@H](c2ccc(Br)cc2)C[C@@H](OCc2ccc(CO)cc2)O1 |
| 15% | -8% | 17% | 12% | 0.6 | -3% | -10% | 3 | COC(CNS(=O)(=O)c1cccc2nonc12)OC |
| 1% | 0% | -30% | 2% | -4.9 | -12% | 1% | 29 | CC(C)c1ccc(-n2nc3ccc(N)cc3n2)cc1 |
| -14% | 1% | -10% | -10% | -6.7 | -1% | -9% | 8 | Cc1onc(-c2ccc(Cl)cc2)c1-c1ccnn1S(=O)(=O)c1cccc(C(F)(F)F)c1 |
| -6% | 4% | -15% | -15% | -0.3 | 0% | 15% | 7 | Cc1ccc(S(=O)(=O)N(CCC(=O)NCc2ccccc2F)c2ccccc2)cc1 |
| 4% | -4% | 3% | -5% | 1.1 | 0% | 13% | . | COCCn1c(=O)[nH]c2cc(C(=O)NCCCN3CCN(c4ccc(F)cc4)CC3)ccc2c1=O |
| 2% | -5% | 6% | 3% | -2.3 | -1% | 7% | 4 | CCCCN(C(=O)c1ccc(S(=O)(=O)N(C)C)cc1)c1nc2ccccc2s1 |
| -6% | -5% | 7% | -27% | -0.7 | . | -6% | 16 | CCCCCc1c(-c2ccc(Br)cc2)ncn1CCc1ccccc1OC |
| 4% | -15% | -22% | -7% | 1.7 | ? | 4% | 6 | COc1cc(/C=C/C(=O)OCC(=O)NC(=O)NC(C)(C)C)cc(OC)c1OC |
| -19% | -2% | -3% | -1% | 0.3 | -23% | -2% | -19 | COc1cccc(-c2nn(-c3ccccc3)cc2C(=O)OCC(=O)Nc2ncc(Cl)cc2Cl)c1 |
| 1% | 2% | -3% | 3% | -1.0 | 1% | -7% | -2 | CN(C)c1ccc(CNC(=O)c2cc(S(=O)(=O)N3CCCC3)cn2C)cc1 |
| -16% | 3% | -2% | 0% | 0.0 | 2% | 9% | 6 | CC1(c2cccc(Br)c2)NC(=O)N(CC(=O)Nc2cccnc2Cl)C1=O (configuration not stated) |
| 3% | -19% | -3% | 7% | 0.5 | 0% | 0% | 3 | C1CCC(CNc2c3c(nc4nnnn24)CCCC3)CC1 |
| -2% | -2% | 21% | 4% | -2.5 | -8% | 9% | -1 | Cc1cccc(NC(=O)c2sc3ncn(CC(=O)N4CCN(c5ccccn5)CC4)c(=O)c3c2C)c1 |
| 7% | -2% | 9% | 7% | -2.5 | -5% | 0% | -2 | Cc1ccc(N(C(=O)Cc2cccs2)C(C(=O)NCC2CCCO2)c2ccncc2)cc1 (configuration not stated) |
| 4% | -5% | 14% | 3% | 0.5 | 0% | 2% | 3 | O=C(NNC1CC(=O)N(c2ccccc2)C1=O)c1ccco1 (configuration not stated) |
| 4% | -15% | 17% | -1% | -1.2 | 0% | 4% | 0 | O=C(COC(=O)/C=C/c1ccccc1[N+](=O)[O-])NCC1CCCO1 (configuration not stated) |
| 2% | 2% | -9% | 1% | -2.1 | -1% | 1% | -18 | Cc1ccc(C(O)CCc2ccc(N)cc2)cc1 (configuration not stated) |
| 0% | -3% | 18% | 7% | 1.9 | -1% | 0% | -14 | Cc1cc(OC(=O)c2ccccc2C(F)(F)F)c([N+](=O)[O-])c(=O)[nH]1 |
| -8% | -3% | -4% | -6%[57.1 µM] | 2.2 | -1% | 1% | 4 | CCCCn1c(Nc2ccccc2)nc2ccccc21 |
| -18%[11.6 µM] | -15% | -5% | -6% | 1.0 | 0% | 3% | -7 | COc1cc(C2c3c(oc4ccccc4c3=O)C(=O)N2c2nccs2)ccc1O (configuration not stated) |
| 3% | -4% | -21% | ? | -3.5 | 2% | -4% | -4 | NC(=O)c1cccc(S(=O)(=O)N2CC(c3ccccc3)CC2=O)c1 (configuration not stated) |
| -7% | -6% | -6% | 4% | -25 | 0% | -4% | 0 | COc1ccc(-c2nnc(SCC#N)o2)cc1 |
| 0% | -5% | 7% | -9% | 0.6 | 1% | -12% | -6 | CN(C)C(=O)CCc1ccc2c3c([nH]c2c1)[C@]1(C)[C@@H](C(=O)N2CCCCC2)C[C@H](CC(=O)NCc2cccc(C(F)(F)F)c2)C(=O)N1CC3 |
| -1% | -6% | 8% | -1% | -0.9 | -6% | 22% | . | CSc1ccc(-c2cc(=O)c3ccccc3o2)cc1 |
| 3% | ? | 4% | 1% | -1.1 | -9% | 3% | ? | Cc1[nH]c(C(=O)O)c(C#N)c1C(=O)c1ccccc1 |
| 10% | -7% | -2% | 1% | -3.0 | -1% | -2% | 0 | COc1cccc(N2CCN(C(=O)c3[nH]c(C)c(C(C)=O)c3C)CC2)c1 |
| 3%[57.1 µM] | 1% | -5% | 0% | -0.6 | . | -5% | 3 | COc1ccc(Br)c(Cn2c(C)c(C(=O)NCc3ccc4c(c3)OCCO4)sc2=O)c1 |
| -31% | -9% | 3% | -4% | -1.1 | -2% | 12% | 1 | Cc1cc(Cl)n2ncc(-c3ccccc3)c2n1 |
| -31% | -9% | -11% | -2% | -0.6 | 1% | 4% | -4 | CCCCOCCCNC(=O)C1c2ccccc2Oc2ccccc21 |
| 2% | -14% | 9% | -5% | -0.4 | . | 18% | -2 | C[C@H](CO)N1C[C@H](C)[C@@H](CN(C)Cc2ccc(Oc3ccccc3)cc2)OCc2cnnn2CCCC1=O |
| 1% | -3% | -7% | 0% | -1.8 | . | -10% | 9 | CC(C)N1CCSC1=S |

(list continues)
| WRN helicase inh | PLK1 PBD block | EPAC1 antagonist | EPAC2 antagonist | CCT modulator | MmCpn inh | EPAC1 agonist | PI5P4Ka inh | molecule |
| --- | --- | --- | --- | --- | --- | --- | --- | --- |
| 18% | 0% | 3% | 5% | 0.3 | 2% | -8% | -4 | COc1ccc(CCn2c(=N)c(C(=O)NCC3CCCO3)cc3c(=O)n4ccccc4nc32)cc1OC (configuration not stated) |
| 5% | -8% | 2% | -11% | -1.6 | 3% | 2% | 2 | Cc1onc(-c2ccccc2)c1C(=O)NC1CCC(C)CC1 (configuration not stated) |
| 3% | 0% | -8% | 7% | 0.5 | 2% | 2% | 0 | CC(C)C(=O)Nc1ccc(Sc2ccc(F)cc2)cc1 |
| -1% | -24% | -15% | 2% | 0.5 | 1% | -5% | -2 | CC(=O)C[C@H](O)CC(=O)[C@H]1OC(=O)CCCCC/C=C/Cc2ccccc21 |
| -5% | -9% | -1% | 0% | 1.7 | 1% | 8% | . | COc1cc(C2NC(=O)NC(O)(C(F)(F)F)C2C(=O)c2cccs2)ccc1O (configuration not stated) |
| 7% | -5% | -4% | 15% | 1.2 | 0% | -11% | 2 | CCOc1ccc(NC(=O)C(Cc2ccccc2)NC(=O)C2CCCCC2)cc1 (configuration not stated) |
| -17% | -16% | -8% | 2% | -2.3 | -12% | 1% | -30 | CCOC(=O)CSc1nc2ccc(NC(=O)CSc3nnnn3Cc3ccccc3)cc2s1 |

Record cards (already shown):
Entry for `Cc1onc(-c2ccccc2)c1C(=O)NC1CCC(C)CC1` (configuration not stated) : WRN helicase inh: 5%; PLK1 PBD block: -8%; EPAC1 antagonist: 2%; EPAC2 antagonist: -11%; CCT modulator: -1.6; MmCpn inh: 3%; EPAC1 agonist: 2%; PI5P4Ka inh: 2
Entry for `CC(=O)C[C@H](O)CC(=O)[C@H]1OC(=O)CCCCC/C=C/Cc2ccccc21` : WRN helicase inh: -1%; PLK1 PBD block: -24%; EPAC1 antagonist: -15%; EPAC2 antagonist: 2%; CCT modulator: 0.5; MmCpn inh: 1%; EPAC1 agonist: -5%; PI5P4Ka inh: -2

High-throughput results as filed in PubChem BioAssay.
